RECQ1 helicase: RECQ1 (human) helicase inhibition; P46063; RECQ1 DNA unwinding, red fluorescence kinetic read; Potency, µM (doses to about 57.3 µM), for inactives: at the highest dose activity, negative = inhibition, usual class: inhibitors; 240,000 tested, 0.54% active;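 further: plate controls were vehicle for no effect and no enzyme for full effect; nearly all actives have a fitted effect of over 30% in size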
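50 nM RECQ1T1 preincubated 15 min with compound in Tris pH 8.0 buffer with MgCl2, DTT, Tween-20 and 2.5 ug/ml poly(dI-dC); started with 200 nM TAMRA/BHQ-2 forked duplex and 2 mM ATP. Unwinding read as fluorescence (525/598 nm), two reads 2 h apart.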
SMN2 splice enh: enhancers of SMN2 splice variant expression | AID 1458 | 210,000 tested, 2.8% active | Potency, µM (titrated, usually from 46.1 µM), inactives show at the top dose activity change, positive = activation, actives largely listed as activators | HEK293 SMN2-luciferase splicing reporter, luminescence, 30-36 h; further: % of control where 0% means no effect; nearly all actives have a fitted effect of over 55% in size
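qHTS luciferase splicing reporter: luminescence rises when SMN2 exon 7 is included in transfected HEK293 cells. Compound exposure lasted 30-36 h at 37C, with 4.5 mM final sodium butyrate as control, followed by a ONE-Glo read.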
Epigenetic reg: derepresses silenced GFP reporter in murine cells. Potency, µM (titrated, usually from 53.9 µM), without a hit: top-dose GFP activation, most hits filed as activators. AID 1865. murine LDR cells, GFP reporter derepression, 30 h. 280,000 tested, 0.2% active; further: % of control where 0% means no effect; nearly all actives have a fitted effect of over 60% in size
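Readout is the number of GFP-expressing murine LDR cells, counted by cytometry following washing. Cells were treated with compound for 30 h at 37 C; the stably integrated CMV-GFP locus is normally silent.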
JMJD2E inh: blocks human JMJD2E demethylase activity; B2RXH2; Potency, µM (series often up to 57.1 µM), for the others: top-dose activity change, negative = inhibition, usual class: inhibitors; AID 2147; 230,000 tested, 1.6% active; JMJD2E catalytic domain, FDH-coupled NADH fluorescence (FDH is formaldehyde dehydrogenase); active means well fitted inhibition curve with a large enough effect, not every such curve was filed as active; inconclusive means small, poorly fitted or top-dose-only effect, or another doubt; inactive means no such curve, though single readings can be large or run the other way;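 further: 0% = wells with enzyme and -100% = buffer wells without enzyme; nearly all actives have a fitted effect of over 50% in size; many of its hits are not listed in these tables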
Target sequence (B2RXH2 1-337 limits assumed): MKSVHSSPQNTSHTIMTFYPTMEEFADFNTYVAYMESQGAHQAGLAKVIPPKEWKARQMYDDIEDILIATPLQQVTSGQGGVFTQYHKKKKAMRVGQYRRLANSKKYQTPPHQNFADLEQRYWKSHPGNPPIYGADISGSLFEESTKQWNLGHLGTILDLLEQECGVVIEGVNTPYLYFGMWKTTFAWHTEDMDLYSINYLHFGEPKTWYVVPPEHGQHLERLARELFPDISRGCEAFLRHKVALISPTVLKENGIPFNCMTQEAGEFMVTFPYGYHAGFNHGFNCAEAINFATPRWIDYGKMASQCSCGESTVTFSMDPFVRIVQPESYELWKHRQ
KinaseGlo FLuc: Kinase-Glo luciferase inhibition (counter-screen); Potency, µM (top dose mostly 38.3 µM), inactives show at the top dose activity change, negative = inhibition, most hits filed as inhibitors; 200,000 tested, 0.28% active; Q27757; Kinase-Glo luciferase, ATP luminescence, 8 min; further: on the % scale 0 is the no-effect control and ±100 the full control effect; nearly all actives have a fitted effect of over 60% in size
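Inhibition of Kinase-Glo luciferase light generation was assessed at 10 uM ATP in pH 7.2 imidazole buffer, with luminescence measured after eight minutes at ambient temperature.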
GoLoco inh red: RGS12 GoLoco-Gai1 interaction inhibition; P63096; Gai1:RGS12 GoLoco peptide FP, rhodamine, 10 min; Potency, µM (series often up to 61.6 µM), without a hit: at the top dose activity, negative = inhibition, hits mostly inhibitors; 230,000 tested, 0.44% active; AID 880; active means well fitted inhibition curve with a large enough effect, not every such curve was filed as active; inactive means no such curve, though single readings can be large or run the other way; further: on the % scale 0 is the no-effect control and ±100 the full control effect; nearly all actives have a fitted effect of over 30% in size; many of its hits are not listed in these tables
Target sequence (P63096 whole entry, looked up): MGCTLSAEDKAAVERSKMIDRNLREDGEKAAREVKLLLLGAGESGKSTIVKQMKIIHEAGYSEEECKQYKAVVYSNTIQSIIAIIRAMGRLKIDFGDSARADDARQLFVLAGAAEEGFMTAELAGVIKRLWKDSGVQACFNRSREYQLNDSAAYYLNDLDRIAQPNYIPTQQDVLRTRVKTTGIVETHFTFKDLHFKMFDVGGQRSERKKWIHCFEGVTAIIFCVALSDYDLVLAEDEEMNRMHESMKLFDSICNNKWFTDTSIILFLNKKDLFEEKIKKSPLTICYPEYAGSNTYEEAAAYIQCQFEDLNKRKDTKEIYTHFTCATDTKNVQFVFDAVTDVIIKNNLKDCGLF
NPSR antag: antagonists of human neuropeptide S receptor cAMP signaling | Q6W5P4 | CHO-NPSR cells, cAMP TR-FRET, antagonist mode | Potency, µM (series often up to 38.3 µM), for the others: at the highest dose activity change, negative = inhibition, actives largely listed as inhibitors | 220,000 tested, 1% active | AID 1461; further: on the % scale 0 is the no-effect control and ±100 the full control effect; nearly all actives have a fitted effect of over 50% in size; many of its hits are not listed in these tables
Target sequence (Q6W5P4 whole entry, looked up): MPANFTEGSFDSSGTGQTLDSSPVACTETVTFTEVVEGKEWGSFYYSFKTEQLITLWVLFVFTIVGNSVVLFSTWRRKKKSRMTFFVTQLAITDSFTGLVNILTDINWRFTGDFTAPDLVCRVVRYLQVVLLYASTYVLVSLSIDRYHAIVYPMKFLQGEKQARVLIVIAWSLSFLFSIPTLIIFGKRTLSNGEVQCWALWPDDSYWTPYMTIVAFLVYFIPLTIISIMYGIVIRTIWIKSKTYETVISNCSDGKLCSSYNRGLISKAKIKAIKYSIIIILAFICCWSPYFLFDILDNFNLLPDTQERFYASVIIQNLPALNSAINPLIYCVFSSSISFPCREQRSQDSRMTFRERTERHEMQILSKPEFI
IMPase Li cell: IMPase inhibition in cells with lithium potentiation | 210,000 tested, 0.35% active | CHO-M1 cells, IP1 TR-FRET (IP-One), carbachol + lithium | Potency, µM (top dose mostly 59.4 µM), without a hit: at the top dose activity, negative = IMPase inhibition, usual class: inhibitors;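 further: IP1 builds up when IMPase is blocked and the TR-FRET signal falls; plate controls were basal vehicle for no effect and high inhibitor control for full effect; nearly all actives have a fitted effect of over 50% in size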
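CHO cells stably expressing M1 receptor (2000/well) were cultured 16–30 h, then exposed to compounds with a small lithium addition for 30 min at 37C. IP1 was measured by TR-FRET competition; AC50 from Hill fits.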
* hit, by the source's call; i = inactive; ? = inconclusive; . = no result given; & = joins results of further samples; ! = a repeat was not active; [ ] = another dose, or the depositor's remark. Unless noted, the call rests on the fitted dose curve; in most records, active means well fitted curve in the direction sought with a large enough effect; inconclusive means small, poorly fitted or top-dose-only effect, or another doubt; inactive means no such curve, though single readings can be large; an effect the other way counts as inactive or inconclusive. Potency means the concentration at half of the fitted maximal effect. An excerpt. The share of hits here may be higher or lower than overall.

SMILES	RECQ1 helicase	SMN2 splice enh	Epigenetic reg	JMJD2E inh	KinaseGlo FLuc	GoLoco inh red	NPSR antag	IMPase Li cell
CC(C)[C@]1(NC(=O)[C@@H]2C=C3c4cccc5[nH]cc(c45)C[C@H]3N(C)C2)O[C@@]2(O)C3CCCN3C(=O)[C@H](Cc3ccccc3)N2C1=O (some centres not stated)	-23%	.	2.5%	?	-8%	-4%	.	14%
O=C1NC(=O)N(CCc2ccc(F)cc2)C(=O)/C1=C/C=C/c1ccccc1	-7%	.	?	1%	.	80%[activator]	?	.
CCCCCCn1c(O)c(C=NCCN2CCCCC2)c(=O)[nH]c1=O	1%	2%	-11%	3%	1%	5%	18%[46.1 µM]	10%[38.3 µM]
CC(=O)NC(Cc1ccc(N(CCCl)CCCl)cc1)C(=O)NC(CC(C)C)C(=O)O (configuration not stated)	-9%	.	1.1%	-6%	5%	-16%	-29%	-2%
CNc1ccccc1C(=O)O	-5%	-3%	-4.2%	?	-1%	5%	.	-4%
C/C=C(\C)C(=O)OC1CC(OC(C)=O)[C@@]2(C(=O)OC)COC3C2[C@@]12CO[C@](O)(C(=O)OC)C2[C@](C)(C12OC1(C)C1CC2OC2OC=C[C@]21O)C3O (some centres not stated)	-8%	-5%	-0.3%	-3%	0%	5%	.	2%
Cc1ccsc1C(=O)C1CCCN(Cc2sc(N(C)C)nc2Cl)C1 (configuration not stated)	i	.	0.0%	-5%	1%	9%	?	18%
CN1CC[C@@]2(C)c3cc(OC(=O)Nc4ccccc4)ccc3N(C)[C@@H]12	10%	-45%[inhibitor]	0.0%	.	.	-16%	.	-43%
[N-]=[N+]=NCC(=O)c1c[nH]c(=O)[nH]c1=O	.	-16%[9.22 µM]	.	.	-12%[7.66 µM]	2%[14.2 µM]	.	-6%
Cc1nn(CC(C)C)c(Cl)c1C(=O)O	-9%	4%	-0.2%	-7%	5%	11%	5%	0%
C=CCNC(=S)/N=C/c1c(O)[nH]c(=O)[nH]c1=O	i	13%	6.1%	2.5µM*	2%	21%	12%	-7%
Cc1nn(Cc2ccccc2Cl)c(Cl)c1C(=O)OCC(=O)NCc1ccco1	-12%	-31%[inhibitor]	-1.6%	-6%	0%	4%	-14%[46.1 µM]	5%[38.3 µM]
O=[N+]([O-])c1cc([As](=O)(O)c2ccc(O)c([N+](=O)[O-])c2)ccc1O	-10%	.	4.3%	?	.	-5%	-11%	.
COCCOC(=O)c1c(N)n(Cc2ccco2)c2nc3ccccc3nc12	-18%	-24%	0.0%	?	4%	36%	?	-8%[38.3 µM]
CCOC(=O)c1ccc2c(c1)n(Cc1ccccc1)c(C)[n+]2CC	-11%	-9%	0.8%	4%	0%	10%	10%	12%
O=C(c1cc(C(=O)NCc2ccccc2)c(=O)n(Cc2ccccc2)c1)c1cc(Cl)ccc1O	-6%	-14%	-1.9%	-24%	3%	48%[activator]	-29%	-5%
CC(C)CN1CCN(Cc2cccc3c2OCO3)CC1CCO (configuration not stated)	i	0%	-1.1%	-6%	2%	11%	8%	13%
CN1CC=C2C(C#N)=C(N)C(C#N)(C#N)C(c3ccncc3)C2C1 (configuration not stated)	13%	11%	-1.9%	?	-3%	25µM*	1%[46.1 µM]	-11%[38.3 µM]
OCC#CC[N+]1(CC#Cc2ccccc2)CCCC1	i	-7%	0.5%	7%	0%	21%	9%	17%
CC/C(=N\Nc1ccccc1)c1c(O)[nH]c(=O)[nH]c1=O	15%	.	-1.7%	-1%	.	5%	-1%	.
CCn1cc(C(=O)O)c(=O)c2cc3c(cc21)OCO3	-2%	-57%	2.0%	-10%	14%	-11%	8%	7.9µM*!
O=C(C1CCCO1)N1CCC2(CC1)OCCO2 (configuration not stated)	-10%	-8%	-1.0%	0%	-1%	1%	-15%[46.1 µM]	5%[38.3 µM]
COc1cc(C)c(CN2CCN(c3ccccc3)CC2)cc1C	-7%	-28%	-2.6%	4%	-7%	-11%	-27%[46.1 µM]	10%[38.3 µM]
CN(CCc1nnc(N)s1)[N+](=O)[O-]	i	10%	2.1%	13%	0%	11%	7%	2%
CCCCCc1cc(O)c2c(c1)OC(C)(C)[C@@H]1CCC(C(=O)O)=C[C@H]21	-15%&-2%	2%	0.0%	.	.	-5%	.	-8%
CCC1(CCCC(=O)c2ccc(F)cc2)C(=O)NC(=S)NC1=O	-3%	-20%	2.6%	0%	23%	2µM*	-12%	1%
CCC(C)n1c(O)c(/C=N/Nc2nc3c(c(=O)n(C)c(=O)n3C)n2C)c(=O)[nH]c1=S (configuration not stated)	-11%	.	0.1%	?	.	20%	6%	.
Cn1cc(C(=O)c2ccccc2)c2ccccc21	-11%	-18%	-0.2%	-2%	-3%	5%	-5%[46.1 µM]	-19%[38.3 µM]
Cc1ccc(C(=O)N[C@@H](C)CN2C3=NC[C@H](Cc4ccccc4)N3C[C@H]2Cc2ccc(O)cc2)cc1Br	i	.	1.1%	-20%	.	4%	?	.
COCCOC(=O)C1=C(N)OC(C)=C(C(=O)OC)C12C(=O)Nc1ccccc12 (configuration not stated)	0%	5%	2.2%	0%	-6%	2%	10%[46.1 µM]	2%[38.3 µM]
CCNc1cc(N2CCN(C)CC2)ccc1[N+](=O)[O-]	18%	-9%	-1.9%[10.1 µM]	0%	-1%	-4%	-13%	-11%
CC(C)[C@H]1C(=O)O[C@H](C(C)C)C(=O)N(C)[C@@H](C(C)C)C(=O)O[C@H](C(C)C)C(=O)N(C)[C@@H](C(C)C)C(=O)O[C@H](C(C)C)C(=O)N1C	-8%	.	-1.5%	6%	.	-2%	?	7%
CN1C(=O)/C(=C/c2ccc(N3CCCCCC3)o2)C(=O)NC1=S	-14%	11µM*	16%	1%	-16%	296%[activator]	-21%[46.1 µM]	7%
OC1/C(=C/c2ccccc2C(F)(F)F)N2CCC1CC2 (configuration not stated)	-3%	13%	1.1%	-3%	0%	8%	8%	5%
COc1ccc2c(c1)C13CCCC[C@@H]1C(C2)N(C)CC3 (some centres not stated)	-1%	-3%[20.6 µM]	1.1%	-5%	-3%[17.1 µM]	9%	21%	3%
CC(C)N(CCC(C(N)=O)(c1ccccc1)c1ccccn1)C(C)C (configuration not stated)	-6%&-13%	-14%&3%&4%&12%	1.1%&1.2%&-1.1%&-0.3%	12%&1%&5%&-1%	0%&-1%&-5%&-2%	6%&-8%&-12%&8%	-6%	19%&23%&27%&22%
C[C@@]12CCC3c4ccc(OS(=O)(=O)O)cc4CCC3C1CCC2O (some centres not stated)	-15%	-6%	-0.7%	188%[activator]	-1%	3%	.	-4%
CC(C)(C)C(=O)NC1CCSC1=O (configuration not stated)	1%	.	5.4%	7%	-1%	0%	6%	-7%
CNC(=O)O/N=C/C(C)(C)SC	-3%&-2%	1%&1%	-0.1%	9%	-4%	2%&2%	.	1%&1%
O=[N+]([O-])/C(Cl)=C1\NCCN1Cc1ccc(Cl)nc1	i	.	-5.2%	0%	0%	2%	-1%	8%

2 compounds from above, limited to NPSR antag, IMPase Li cell and GoLoco inh red.
Compound	NPSR antag	IMPase Li cell	GoLoco inh red
CN1C(=O)/C(=C/c2ccc(N3CCCCCC3)o2)C(=O)NC1=S	-21%[46.1 µM]	7%	296%[activator]
CCCCCc1cc(O)c2c(c1)OC(C)(C)[C@@H]1CCC(C(=O)O)=C[C@H]21	.	-8%	-5%

The listing continues:
SMILES	RECQ1 helicase	SMN2 splice enh	Epigenetic reg	JMJD2E inh	KinaseGlo FLuc	GoLoco inh red	NPSR antag	IMPase Li cell
O=c1oc2ccccc2c(O)c1C(c1ccc([N+](=O)[O-])cc1)c1c(O)c2ccccc2oc1=O	?	-10%	-1.9%	?	0%	7%	-32%	2%
O=C(N/N=C/c1c(O)n(Cc2ccco2)c(=O)[nH]c1=O)c1ccccc1O	?	.	-1.8%	?	.	2%	-5%	.
N=C1c2ccccc2CN1NC(=O)c1ccccc1	-1%	?	-1.6%	-2%	-2%	9%	15%	-1%
CCCN1CCCC(c2cccc(O)c2)C1 (configuration not stated)	i	7%	-1.2%	5%	-10%	4%	3%[46.1 µM]	9%
Nc1ccc(Cl)c(Cl)c1	0%	4%	.	.	.	11%	.	4%
COc1ccccc1N=C1SCCCN1C	-13%	-6%	-1.6%	-4%	-3%	3.2µM*	11%[7.67 µM]	5%[38.3 µM]
O=S(=O)(NCCO)c1cc[c]([Sb])cc1	.	-4%[9.22 µM]	.	.	-4%[7.66 µM]	5%[14.2 µM]	.	5%
CCCCn1c(O)c(C(CC)=NCCN2CCCCC2)c(=O)[nH]c1=O	i	-9%	-3.3%	?	13%	-9%	-21%[46.1 µM]	-6%[38.3 µM]
O=c1[nH]c(=O)n(Cc2ccco2)c(O)c1C=NCc1ccco1	-2%	-1%	-1.7%	-15%	-1%	33%[activator]	-8%[46.1 µM]	3%[38.3 µM]
CC(=O)OC1CN2CCC1CC2 (configuration not stated)	3%	-5%	1.1%	.	.	4%	.	5%
COc1ccc(-c2cc(=Nc3ccccc3)c3cc(C)ccc3o2)cc1	0%	?	-2.2%	-2%	-3%	1%	-28%	14%
Cc1ccc(-c2nc3ccccc3c(=O)n2-c2ccc(Br)cn2)cc1	-15%	1%	-1.1%	8%	2%	16%	-19%	18%
CN1CCN(c2ccc3ccccc3n2)CC1	15%&-8%	21%&-4%	-0.2%&0.0%&0.6%	?	-3%&-4%	-2%&10%&5%	2%[46.1 µM]	9%&7%&10%
NNP(=O)(CC(=O)c1ccccc1)c1ccccc1 (configuration not stated)	-10%	.	0.1%	22%	.	13%	39%	.
O=c1c2ccccc2nc(-c2ccc(Cl)cc2Cl)n1-c1ccncc1	i	-9%	-0.9%	-6%	0%	8%	-19%[46.1 µM]	10%[38.3 µM]
O=C(O)/C=C(\CC(=O)O)C(=O)O	2%	-11%[9.22 µM]	1.1%	?	0%[7.66 µM]	-1%[14.2 µM]	.	-1%&-4%
O=C(OCC(=O)c1ccc([N+](=O)[O-])cc1)/C(=C/c1ccc(Cl)cc1)NC(=O)c1ccccc1	-6%	10%	-1.9%	-10%	0%	-12%	-9%	-2%
O=C(OCCCCN1C(=O)c2ccccc2C1=O)c1ccc(Br)o1	-11%	-18%	1.9%	1%	1%	-7%	?	22%[38.3 µM]
CC1CCN(CC(=O)c2ccccc2Cl)CC1	-13%	?	0.0%	0%	-3%	7%	5%[46.1 µM]	9%
